RGS4 inh: Inhibitors of Regulator of G Protein Signaling (RGS) 4: qHTS | Regulator of G-protein signaling 4 (Homo sapiens), P49798 | Transcreener GDP fluorescence polarization, RGS4-accelerated GTP hydrolysis | Potency, µM (titrated, usually from 114 µM), for the others: at the top dose activity change, negative = inhibition, usual class: inhibitors | hit rate 0.039% among 390,000; note: potency is the fitted concentration of half-maximal effect; % is set by controls: 0 for no effect and ±100 for the full control effect; nearly all actives have a fitted effect of over 75% in size; some results filed as inactive show a strong effect at the top dose
Target sequence (P49798 whole entry, looked up): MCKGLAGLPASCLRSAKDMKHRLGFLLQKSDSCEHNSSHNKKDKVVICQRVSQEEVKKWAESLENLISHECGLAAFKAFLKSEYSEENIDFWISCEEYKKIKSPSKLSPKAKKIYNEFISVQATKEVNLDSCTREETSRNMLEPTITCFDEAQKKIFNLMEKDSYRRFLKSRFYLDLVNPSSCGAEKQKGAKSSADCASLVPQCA
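MLSMR compounds (23 nl, pin-transferred) preincubated 10 min at room temperature with a 500nM (2x) first reagent, then RGS4 at 900nM (2x) plus Transcreener GDP mix added; fluorescence polarization (620/688 nm) read before and after 90 min at 30 °C.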
rTrxR1 inhibitor: qHTS Assay for Inhibitors of Mammalian Selenoprotein Thioredoxin Reductase 1 (TrxR1): qHTS. Thioredoxin reductase 1, cytoplasmic (Rattus norvegicus), O89049. recombinant rTrxR1, NADPH fluorescence consumption, selenite substrate. hit rate 1% among 390,000. Potency, µM (doses to about 114 µM), for inactives: at the highest dose activity change, negative = inhibition, usual class: inhibitors; note: potency is the fitted concentration of half-maximal effect; % is set by controls: 0 for no effect and ±100 for the full control effect; nearly all actives have a fitted effect of over 65% in size
Target sequence (O89049 whole entry, looked up): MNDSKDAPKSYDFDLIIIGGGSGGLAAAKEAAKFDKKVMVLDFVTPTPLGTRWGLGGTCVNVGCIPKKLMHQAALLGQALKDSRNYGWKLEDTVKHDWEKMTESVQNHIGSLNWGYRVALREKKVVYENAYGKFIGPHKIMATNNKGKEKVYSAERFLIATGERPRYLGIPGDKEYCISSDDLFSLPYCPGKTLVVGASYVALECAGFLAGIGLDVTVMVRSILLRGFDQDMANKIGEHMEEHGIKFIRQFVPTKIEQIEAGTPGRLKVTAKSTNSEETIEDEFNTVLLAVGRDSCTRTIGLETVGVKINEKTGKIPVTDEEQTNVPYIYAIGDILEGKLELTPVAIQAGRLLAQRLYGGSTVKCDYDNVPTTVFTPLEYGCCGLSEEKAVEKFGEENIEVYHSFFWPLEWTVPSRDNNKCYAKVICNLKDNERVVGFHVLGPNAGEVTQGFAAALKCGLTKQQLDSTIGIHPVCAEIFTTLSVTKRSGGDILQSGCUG
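Rat TrxR1 (90 nM in the dispensed reagent) was pre-reduced with 400 uM NADPH for 5 min at room temperature, then incubated with compound for 15 min. After 400 uM selenite was added, NADPH fluorescence (Ex 340/Em 450 nm) was followed for 8 min.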
Glioma ERSR ind: qHTS for Inducers of the Endoplasmic Reticulum Stress Response (ERSR) in Human Glioma: qHTS; U87-MG GRP78 promoter luciferase reporter, 16 h; Potency, µM, for inactives: top-dose activation, hits mostly activators; hit rate 0.02% among 420,000; AID 602332, 2012; note: potency is the fitted concentration of half-maximal effect; series mostly up to about 76 µM; % of control where 0% means no effect; nearly all actives have a fitted effect of over 35% in size
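Stably transfected U87-MG glioma cells carrying a GRP78-based luciferase sensor; 16 h compound incubation. Luminescence end-point read 10 min after Bright-Glo addition at room temperature.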
LDHA block: qHTS assay for inhibitors of human lactate dehydrogenase; purified LDHA, NADH/diaphorase-resazurin fluorescence; hits give low values; AID 1347041, 2019; activity change, % (values are at about 110 or 230 µM); hit rate 0.15% among 480,000; L-lactate dehydrogenase A chain (Homo sapiens), P00338; in the data active = activity change below about -30%; inconclusive = mostly about -25% to -30%;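 note: plate controls were DMSO wells for no effect and wells without enzyme for full effect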
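Human LDH5 (2 nM) was incubated with 0.06 mM NADH and 0.2 mM pyruvate for 5 min at room temperature in Tris pH 7.4. Remaining NADH was coupled through diaphorase/resazurin, and resorufin fluorescence was read at 0 and 20 min.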
IDH1 R132H inh: qHTS for Inhibitors of mutant isocitrate dehydrogenase 1 (IDH1): qHTS | IDH1-R132H enzyme, NADPH consumption, diaphorase/resazurin fluorescence | Potency, µM (doses to about 76.6 µM), inactives show at the highest dose activity change, negative = inhibition, actives largely listed as inhibitors | hit rate 0.093% among 390,000; note: potency is the fitted concentration of half-maximal effect; % is set by controls: 0 for no effect and ±100 for the full control effect; nearly all actives have a fitted effect of over 65% in size
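IDH1-R132H (0.5 ug/mL dispensed) in pH 7.5 Tris buffer was preincubated 30 min with compound, then given a substrate mix of 0.016 mM NADPH and 2 mM alpha-KG for 80 min at room temperature; remaining NADPH was read by diaphorase/resazurin fluorescence.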
Vif-APOBEC3F blk: qHTS for Inhibitors of Vif-A3F Interactions: qHTS; HeLa A3F-eYFP + Vif (tagged APOBEC3F with the HIV-1 protein that degrades it), YFP fluorescence increase; Potency, µM (doses to about 46.1 µM), for inactives: at the highest dose activity, negative = active; hit rate 0.2% among 390,000; note: potency is the fitted concentration of half-maximal effect; % of control where 0% means no effect; nearly all actives have a fitted effect of over 65% in size
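HeLa cells stably expressing Vif plus C-terminally eYFP-tagged A3F were seeded, incubated overnight at 37 deg C, dosed with compound, incubated overnight again at 37 deg C. Yellow fluorescence (Ex 488/Em 500-530) reported blocked Vif-mediated A3F-eYFP degradation.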
TrxR1 substrate: qHTS Assay for Substrates of Mammalian Selenoprotein Thioredoxin Reductase 1 (TrxR1): qHTS | Thioredoxin reductase 1, cytoplasmic (Rattus norvegicus), O89049 | purified TrxR1 substrate turnover, NADPH consumption readout | Potency, µM (doses to about 114 µM), for inactives: at the top dose activity change, negative = substrate turnover | hit rate 0.01% among 390,000; note: potency is the fitted concentration of half-maximal effect; % is set by controls: 0 for no effect and ±100 for the full control effect; nearly all actives have a fitted effect of over 50% in size
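Rat TrxR1, dispensed at 90 nM, was prereduced with 400 uM NADPH (final) for 5 min at ~22 deg C, then incubated with compound 15 min before 400 uM selenite. A first-read NADPH fluorescence drop versus no-compound background flagged substrates.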
Vif-A3G inh: qHTS for Inhibitors of Vif-A3G Interactions: qHTS; DNA dC->dU-editing enzyme APOBEC-3G (Homo sapiens), Q9HC16; HeLa A3G-eYFP + Vif (tagged APOBEC3G with the HIV-1 protein that degrades it), YFP fluorescence, overnight; Potency, µM (doses to about 46.1 µM), for inactives: top-dose activity, negative = active, hits mostly inhibitors; hit rate 0.076% among 410,000; AID 602310, 2012;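 note: potency is the fitted concentration of half-maximal effect; % is set by controls: 0 for no effect and ±100 for the full control effect; nearly all actives have a fitted effect of over 60% in size; hits raise eYFP signal because A3G escapes Vif-driven loss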
Target sequence (Q9HC16 whole entry, looked up): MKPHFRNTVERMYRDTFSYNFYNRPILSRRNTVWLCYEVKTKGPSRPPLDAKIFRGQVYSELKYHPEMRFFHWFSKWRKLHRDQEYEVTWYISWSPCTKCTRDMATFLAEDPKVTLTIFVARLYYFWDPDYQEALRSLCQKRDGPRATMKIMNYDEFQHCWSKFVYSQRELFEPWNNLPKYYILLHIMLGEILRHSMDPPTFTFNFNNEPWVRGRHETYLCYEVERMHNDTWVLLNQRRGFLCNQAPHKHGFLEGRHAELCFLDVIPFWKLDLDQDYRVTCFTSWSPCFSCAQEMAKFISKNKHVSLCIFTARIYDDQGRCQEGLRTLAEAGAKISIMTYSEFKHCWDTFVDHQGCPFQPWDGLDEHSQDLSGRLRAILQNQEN
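HeLa cells stably expressing Vif and C-terminally eYFP-tagged A3G, seeded overnight at 37 deg C, then exposed to compound by pintool overnight at 37 deg C. Rise in yellow fluorescence (Ex 488/Em 500-530, Acumen) marks blocked Vif-driven A3G degradation.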
USP1 inh: Inhibitors of USP1/UAF1: Primary Screen. Ubiquitin carboxyl-terminal hydrolase 1 (Homo sapiens), O94782. recombinant USP1/UAF1, Ub-Rhodamine cleavage fluorescence. Potency, µM (series often up to 57.1 µM), without a hit: at the highest dose activity change, negative = inhibition, most hits filed as inhibitors. hit rate 0.23% among 390,000; note: potency is the fitted concentration of half-maximal effect; % is set by controls: 0 for no effect and ±100 for the full control effect; nearly all actives have a fitted effect of over 60% in size; inactives centre near -12
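High-throughput fluorogenic screen: 1nM USP1/UAF1 complex, Ub-Rho substrate 150nM final, 50mM HEPES pH 7.8 with 0.5mM EDTA, 0.1 mg/ml BSA, 1mM TCEP and 0.01% Tween-20.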
* hit, by the source's call; ? = inconclusive; & = joins results of further samples; [ ] = another dose, or the depositor's remark. Unless noted, calls come from the whole dose curve; as a rule, active = well fitted curve in the direction sought with a large enough effect; inconclusive = small, poorly fitted or top-dose-only effect, or another doubt; inactive = no such curve, though single readings can be large; an effect the other way counts as inactive or inconclusive.

Below each compound: RGS4 inh	rTrxR1 inhibitor	Glioma ERSR ind	LDHA block	IDH1 R132H inh	Vif-APOBEC3F blk	TrxR1 substrate	Vif-A3G inh	USP1 inh
1	Cc1ccccc1Nc1nnc(SCC(=O)NCC2CCCO2)s1 (stereo not drawn)
  -21%	-3%	-1%	-4	5%	9%	-6%	0%	-18%
2	O=C(CSc1nccn1Cc1ccccc1)NCc1ccco1
  -20%	15%[57.1 µM]	0%	-2	26%	-5%	7%[57.1 µM]	4%	-12%
3	COc1ccc(NC(=O)c2cccc(-n3cnnn3)c2)cc1
  -10%	15%	-1%	-9	21%	-3%	13%[57.1 µM]	-6%	-17%
4	CC(=O)C1=C(C)NC(SCC(=O)c2ccc(Cl)cc2Cl)=C(C#N)C1c1ccco1 (stereo not drawn)
  -41%	?	-2%	9	-7%	-16%	0%	1%	?
5	CCN1CCN(C(=O)/C(=C/c2ccco2)NC(=O)c2ccccc2)CC1
  -30%	8%[57.1 µM]	-5%	0	-7%	?	-4%[57.1 µM]	0%	-12%
6	CCn1cc(Cl)c(C(=O)Nc2ccccc2C(N)=O)n1
  -2%	24%	3%	-1	20%	-10%	0%	1%	-3%
7	CSCCC(NC(=O)c1ccccc1)C(=O)NCC(C)(C)N1CCOCC1 (stereo not drawn)
  10%	8%	-2%	-2	2%	-10%	-3%	1%	-19%
8	CCOc1ccc2[nH]c(S(=O)(=O)CC)nc2c1Cl
  9%	-14%	-4%	1	3%	8%	-9%	1%	-9%
9	COC(=O)[C@H](Cc1ccccc1)NC(=O)NCc1ccc(S(N)(=O)=O)cc1
  10%	-6%	-4%	-5	1%	4%	-9%	0%	-10%
10	CCOc1ccc(N(CC(=O)NCC2CCCO2)S(=O)(=O)c2ccc(C)cc2)cc1 (stereo not drawn)
  -25%	3%[57.1 µM]	-1%	-5	3%	10%	7%[57.1 µM]	0%	-18%
11	Oc1ccc(Cl)cc1C1=NNC(c2cccs2)C1 (stereo not drawn)
  -8%[11.4 µM]	?	4%	-2	-13%	-15%	4%	-9%	?
12	CC(=O)NN=C1CCC(c2ccccc2)CC1 (stereo not drawn)
  -12%	0%	2%	-6	5%	-9%	-3%	-2%	-20%
13	CC(=O)N(C(C)=O)S(=O)(=O)c1ccc(N=NN2CCCCC2)cc1
  -23%	19%[57.1 µM]	-3%	-10	12%	6%	-14%	-1%	-4%
14	Cc1nc2cc(NS(=O)(=O)c3ccccc3)ccc2n1C
  6%	4%	-1%	2	13%	?	-1%	1%	-24%
15	COc1cc(/C=C/c2cc(C(=O)O)c3ccccc3n2)cc(OC)c1O
  1%	?	-1%	9	0%	13%	-18%	2%	?
16	N#CCCN1CCN(C2=NC(=O)C(=C3CCCCC3)S2)CC1
  -21%	-9%	4%	-4	-1%	-2%	-13%	0%	-15%
17	Cc1cs/c(=N\N=C\c2ccc(O)cc2)n1Cc1ccco1
  -3%	-1%	3%	1	11%	-33%	-10%	-1%	-9%
18	Cc1ccc(NC(=O)CSc2nnc3ccccn23)cc1
  -1%	31%	7%	-7	4%	0%	4%	3%	-6%
19	COc1ccc(CN2CCN(C(=O)c3ccc4c(c3)CCC4)CC2)cc1OC
  -6%	-9%	-2%	-5	2%	7%	-8%	0%	0%
20	Cn1nc([N+](=O)[O-])nc1Sc1nnc(-c2ccccc2)o1
  1%	-1%[11.4 µM]	-8%	7	4%	4%	3%[11.4 µM]	?	-5%

Three entries already listed, ordered by the number in USP1 inh, highest first:
No.	canonical_smiles	USP1 inh
20	Cn1nc([N+](=O)[O-])nc1Sc1nnc(-c2ccccc2)o1	-5%
18	Cc1ccc(NC(=O)CSc2nnc3ccccn23)cc1	-6%
17	Cc1cs/c(=N\N=C\c2ccc(O)cc2)n1Cc1ccco1	-9%

Later entries
Below each compound: RGS4 inh	rTrxR1 inhibitor	Glioma ERSR ind	LDHA block	IDH1 R132H inh	Vif-APOBEC3F blk	TrxR1 substrate	Vif-A3G inh	USP1 inh
21	COc1cc(NC(=O)COC(=O)CNC(=O)C23CC4CC(CC(C4)C2)C3)cc(OC)c1
  19%	1%	0%	3	-8%	-11%	-9%	-4%	-3%
22	CCCCn1cc(S(=O)(=O)c2ccc(OCC)cc2)c(=O)c2cc(OC)c(OC)cc21
  6%	5%	-2%	-1	-11%	1%	1%	-8%	-24%
23	CC(C)Nc1oc(-c2cccc3ccccc23)nc1C#N
  3%	265%[activator]	6%	-17	6%	1%	410%[activator]	-4%	?
24	Cc1n[nH]c(C)c1S(=O)(=O)N1CCCC(C(=O)NCC2COc3ccccc3O2)C1 (stereo not drawn)
  16%	-9%	-3%	-3	-1%	3%	-9%	1%	-7%
25	CC(=O)C1=C(C)NC(SCc2cccc3ccccc23)=C(C#N)C1c1ccco1 (stereo not drawn)
  ?	?	-6%	-2	5%	3%	-9%	-1%	-10%
26	N/C(=N\OC(=O)CCCc1ccccc1)c1ccccc1Cl
  -4%	26%	5%	-1	-5%	-10%	6%	-4%	-27%
27	COC(=O)[C@H](Cc1ccccc1)NS(=O)(=O)N[C@@H](Cc1ccccc1)C(=O)OC
  0%	27%[57.1 µM]	-5%&-2%	1	11%	-3%	8%[57.1 µM]	1%&1%	-16%
28	O=C(NCc1cccs1)C1CC(=O)N(c2ccc(Cl)cc2)C1 (stereo not drawn)
  15%	11%[57.1 µM]	-3%	0	1%	10%	10%[57.1 µM]	0%	2%
29	CCOC(=O)C1CCN(CC(=O)Nc2c(C(=O)OC)n(C)c3cccc(C)c23)CC1
  5%	14%[57.1 µM]	-5%	-8	-1%	7%	11%[57.1 µM]	-5%	-15%
30	COc1ccc(/C=N/n2cnn(Cc3ccccc3Cl)c2=S)cc1
  -34%	-6%[57.1 µM]	2%	-7	-8%	14%	-7%[57.1 µM]	0%	-23%
31	O=C(Cn1ncc2c3ccccc3n(Cc3cccc(Cl)c3)c2c1=O)N1CCCCCC1
  -26%	3%	1%	-4	0%	-17%	4%	-7%	?
32	CCN(CC(=O)N1CCCC1)S(=O)(=O)c1ccc(OC)cc1
  -19%	10%[57.1 µM]	-5%	-1	10%	-10%	-4%[57.1 µM]	0%	-10%
33	O=C(NC(=S)Nc1ccc(Cl)cc1)c1cncc(Br)c1
  2%	11%	-4%	-10	7%	-9%	7%	-7%	-29%
34	CCC(C)C(NC(N)=O)C(=O)Nc1ccc(C)c(Cl)c1 (stereo not drawn)
  -3%	-1%	-6%	-5	0%	-2%	-5%	1%	-15%
35	O=C(CNS(=O)(=O)c1cccs1)N1CCc2ccccc2C1
  -5%	6%[57.1 µM]	1%	1	0%	-1%	-3%[57.1 µM]	1%	-9%
36	O=C(Cn1nc(-c2ccc(Cl)cc2)ccc1=O)NCc1ccc2c(c1)OCO2
  -1%	35%	-1%	-7	4%	-6%	6%	1%	-17%
37	Cc1ccc(C2SCC(=O)N2Cc2cn3ccsc3n2)o1 (stereo not drawn)
  -39%	?	-4%	3	1%	-6%	3%	0%	-15%
38	CCOc1ccc(NC(=O)Nc2nc3ccc(S(C)(=O)=O)cc3s2)cc1
  -23%	6%	0%	-1	4%	1%	19%	1%	-19%
39	CCCNC(=O)CCC(=O)Nc1ncc(-c2ccc(C)cc2)n1C
  14%	-13%	4%	11	7%	-3%	-2%	5%	-13%
40	CC(=O)c1cccc(NC(=O)COc2ccccc2)c1
  22%	10%	4%	0	-9%	-6%	5%	0%	-6%
41	O=S(=O)(NC1CCCCCCC1)c1ccc(F)cc1
  -18%	-1%[57.1 µM]	-10%	-7	6%	-3%	-3%[57.1 µM]	0%	-21%
42	Cc1ccc(C(=O)N2CCN(c3ccccc3F)CC2)cc1S(=O)(=O)N1CCOCC1
  10%	5%[57.1 µM]	0%	-7	-5%	8%	-1%[57.1 µM]	-11%	-9%
43	O=C1NN(c2cccc(Br)c2)C(=O)/C1=C\c1ccc(N2CCOCC2)cc1
  -4%	1%	-2%	-5	-1%	5%	0%	-1%	-13%
44	Cc1cc(-c2ccco2)n(CC(=O)NCc2ccco2)n1
  9%	-7%	-4%	-3	-2%	-2%	5%	2%	-21%
45	O=C(Nc1ccccc1C(=O)O)c1cccc(NC(=O)c2ccco2)c1
  -19%	-27%	3%	-17	-4%	-4%	-9%	-3%	-24%
46	O=C(Nc1ccc(F)cc1)N1CCCCCC1
  -8%	13%	15%	-4	-7%	2%	1%	0%	-25%
47	O=[N+]([O-])c1ccccc1S(=O)(=O)Nc1cccc2cccnc12
  -18%&12%	19%[57.1 µM]	-12%&-11%&-11%	1&2&4	5%	2%	-8%	?	-7%

A portion of the library; the hit share may differ from the screen's.
